High-throughput results deposited in PubChem by several laboratories.
TRPC4 PAM: allosteric potentiators of mouse TRPC4 channel; Q9QUQ5; HEK293 TRPC4beta/mu-opioid, DAMGO EC20, Fluo-4 Ca2+ flux; active compounds read high; B-score at 10 µM; actives 0.42% (n = 310,000);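 active = B-score of calcium response area above 5 SD of library B-scores, with initial fluorescence ratio within 5 SD of library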;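 note: B-score of integrated fluorescence ratio over time as area under calcium response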
TRPC4 inh: TRPC4 (mouse) channel inhibition; B-score at 10 µM; Q9QUQ5; AID 2247; HEK293 TRPC4beta/mu-opioid, DAMGO-evoked Fluo4 calcium flux; active compounds read low; actives 0.39% (n = 300,000);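 active = B-score over 3 SD under the library average, no early fluorescence shift, positive overall ratio signal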
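Assay system: HEK293 cells with stable TRPC4beta plus mu-opioid receptor expression. Dosing: single dose. Measured by: Fluo4 Ca2+ flux fluorescence. Also added: DAMGO in two steps, submaximal then maximal. Read-out: B score from integrated Fluo4 fluorescence ratio.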
KCNK3 block: human KCNK3 channel inhibition, primary screen | O14649 | CHO-KCNK3 thallium flux, FluxOR fluorescence; active compounds read low | B-score at 10 µM | actives 0.84% (n = 340,000);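 active = B-score under library mean minus 4 SD, starting fluorescence ratio at most library mean plus 5 SD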;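 note: more negative B-score means stronger inhibition of thallium flux through KCNK3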
hERG protect: compounds protecting human hERG from proarrhythmic drug block | AID 1511 | activation (rescue from dofetilide block), less the hit threshold, % at 10 µM | actives 0.51% (n = 310,000) | CHO-hERG, FluxOR thallium flux, dofetilide IC70 present | Q12809;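 active = activation above the mean of controls blocked by dofetilide plus 5 SD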;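 note: thallium influx through hERG after potassium depolarization seen as dye fluorescence rise; in these data hits start at about 4.7%; inactives centre near -7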
KCNQ1 block: inhibitors of human KCNQ1 potassium channel. P51787. CHO-K1 KCNQ1, FluxOR thallium flux fluorescence; active compounds read high. B-score at 10 µM. actives 1.3% (n = 310,000);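 active = compounds whose thallium flux B-score, printed positive for inhibition, exceeds three library SD while starting fluorescence stays within three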;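 note: channel opened by potassium depolarization with thallium stimulus after 20 min compound exposure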
Target sequence (P51787 whole entry, looked up): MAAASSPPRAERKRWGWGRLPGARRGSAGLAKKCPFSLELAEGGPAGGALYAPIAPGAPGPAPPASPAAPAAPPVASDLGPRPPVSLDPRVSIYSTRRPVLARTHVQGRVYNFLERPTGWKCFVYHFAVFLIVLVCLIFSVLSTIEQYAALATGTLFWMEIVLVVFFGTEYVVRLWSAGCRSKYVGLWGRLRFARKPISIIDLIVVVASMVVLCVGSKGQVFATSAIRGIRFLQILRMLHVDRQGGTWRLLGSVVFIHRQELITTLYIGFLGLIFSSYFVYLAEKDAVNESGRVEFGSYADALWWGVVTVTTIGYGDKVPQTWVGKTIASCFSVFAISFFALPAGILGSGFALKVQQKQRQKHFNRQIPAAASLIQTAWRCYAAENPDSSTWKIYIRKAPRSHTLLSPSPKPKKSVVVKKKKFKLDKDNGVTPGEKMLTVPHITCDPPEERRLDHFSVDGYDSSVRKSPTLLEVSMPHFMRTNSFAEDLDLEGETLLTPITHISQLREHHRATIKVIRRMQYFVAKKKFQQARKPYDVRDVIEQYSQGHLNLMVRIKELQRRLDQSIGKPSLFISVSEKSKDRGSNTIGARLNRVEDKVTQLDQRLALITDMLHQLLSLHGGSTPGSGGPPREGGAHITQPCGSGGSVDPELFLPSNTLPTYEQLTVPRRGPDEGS
KCNK9 block: inhibitors of human KCNK9 two-pore domain potassium channel | HEK293 KCNK9, FluxOR thallium flux fluorescence; active compounds read low | actives 1.2% (n = 310,000) | Q9NPC2 | AID 488922 | B-score at 10 µM;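 active = ratio B-score over 3 SD below the library mean, with starting fluorescence within 5 SD of its mean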;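 note: negative B-score means less thallium flux so channel inhibition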
Target sequence (Q9NPC2 whole entry, looked up, the tested form may be a part): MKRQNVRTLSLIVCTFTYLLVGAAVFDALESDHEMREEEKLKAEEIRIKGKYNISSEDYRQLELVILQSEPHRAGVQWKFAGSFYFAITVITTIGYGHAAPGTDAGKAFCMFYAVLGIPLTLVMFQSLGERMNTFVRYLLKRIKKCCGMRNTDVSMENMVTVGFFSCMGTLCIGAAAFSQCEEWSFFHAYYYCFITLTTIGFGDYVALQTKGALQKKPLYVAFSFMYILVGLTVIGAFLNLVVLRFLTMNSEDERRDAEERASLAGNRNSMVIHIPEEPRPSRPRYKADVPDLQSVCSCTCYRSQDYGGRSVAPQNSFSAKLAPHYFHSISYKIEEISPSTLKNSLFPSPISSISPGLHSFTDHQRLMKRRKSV
Platelet DG rel: modulates dense granule release in human platelets | human platelet-rich plasma, SFLLRN dense granule ATP release, luminescence | inhibition, %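 (compounds screened at 7.5 µM in platelet-rich plasma)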 | actives 0.22% (n = 300,000);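 active = mean replicate score, as percent of positive control, at or above 50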
KCNQ1 pot: potentiates or activates the human KCNQ1 potassium channel. B-score at 10 µM. actives 0.35% (n = 310,000). AID 2648. CHO-K1 KCNQ1, thallium flux FluxOR fluorescence; active compounds read high. P51787;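 active = fluorescence ratio B-score, a plate-corrected score, at least three library SD, with initial intensity B-score within 5 SD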
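Schedule – 37 °C overnight plating, 90-min dark dye load, 20-min compound pretreatment · System – stable KCNQ1 CHO-K1 line · Probe or stimulus – thallium- and potassium-containing depolarizing buffer · Measured by – kinetic FluxOR fluorescence, 10 s baseline plus 110 s post-stimulus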
DYRK1A inh: inhibitors of rat Dyrk1A kinase. actives 0.43% (n = 310,000). ADP-Glo luminescence, NFATc1 peptide. Q63470. inhibition, % at 12.5 µM; in the data active = inhibition above about 50%;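 note: plate controls were vehicle with enzyme for no effect and no enzyme for full effect; many of its hits are not listed in these tables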
TRPC4 act: TRPC4 (mouse) channel activation; actives 0.49% (n = 310,000); Q9QUQ5; B-score at 10 µM; HEK293 TRPC4beta/mu-opioid, Fluo4 calcium fluorescence; active compounds read high;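 active = B-score above 5 SD of library B-scores, and initial fluorescence ratio not above library mean plus 5 SD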;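 note: positive B-score marks a calcium rise read as TRPC4 activation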
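Material: TRPC4beta and mu-opioid receptor HEK293 stable cells | Incubation: 45 min room-temperature Fluo4 loading, 110 s read | Detection: Kinetic Fluo4 calcium fluorescence | Measure: Integrated baseline-normalised fluorescence ratio, converted to per-well B score | Benchmarks: Low control buffer alone, high control maximal DAMGO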
PolyA inh: yeast polyadenylation inhibition; S. cerevisiae SKY197-pL101 polyadenylation reporter, beta-gal luminescence; efflux-impaired pdr1/pdr3 knockout yeast; score 100 = 6 SD above DMSO; calls only at 12 µM; actives 0.02% (n = 300,000);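 active = lowest replicate activity score at least 50, where 100 means six control SD above control mean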;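 note: yeast exposed to compound for 9 h at 30 °C; higher score means more reporter readthrough which indicates perturbed polyadenylation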
* hit, by the source's call; i = inactive; nt = not tested or not shown. Not all compounds are listed (hit frequency here may not be typical).

SMILES	TRPC4 PAM	TRPC4 inh	KCNK3 block	hERG protect	KCNQ1 block	KCNK9 block	Platelet DG rel	KCNQ1 pot	DYRK1A inh	TRPC4 act	PolyA inh
Cc1ccc(S(=O)(=O)c2nnn3c2nc(N2CCOCC2)c2ccccc23)cc1	i	i	i	-3.2	i	i	12.4	i	-10.2	i	i
CC1CCN(c2ccc3nnc(CCC(=O)NCc4ccco4)n3n2)CC1	i	i	i	-8.8	i	i	10.4	i	-0.5	i	i
CCc1nnc(NC(=O)Nc2ccc(Cl)cc2)s1	i	i	i	-11.4	i	i	6.0	i	1.4	i	i
Cc1oc(-c2nc3ccccc3n2C)cc1C(=O)c1ccccc1	i	i	i	-10.9	i	i	nt	i	7.6	i	i
CCOC(=O)c1cc(C#N)c(Oc2ccc(F)cc2)nc1-c1ccccc1	i	-5*	i	-11.5	9*	i	-10.9	i	-0.9	i	i
CCN(C(=O)CSc1ncnc2c1cnn2-c1ccccc1)C1CCS(=O)(=O)C1 (configuration not stated)	i	i	i	-8.6	i	i	-16.3	i	3.1	i	i
O=C(Nc1ccc(N2CCOCC2)cc1)C1CC1	i	i	i	-0.7	i	i	-0.3	i	-0.7	i	i
O=C(c1cc(-c2ccccc2Cl)nc2ccccc12)N1CCN(c2ccccc2O)CC1	i	i	i	-25.6	6*	i	nt	i	10.1	i	i
O=c1cc(O)c2sc3nc(-c4ccccc4)cc(C(F)(F)F)c3c2[nH]1	i	i	i	-8.2	i	i	-8.3	i	3.6	i	i
C#CCn1ccc(O)c(Cc2ccccc2)c1=O	i	i	i	-9.0	i	i	-3.2	i	-4.7	i	i
O=C(CSc1nc2ccccc2o1)Nc1nc(-c2ccccc2)cs1	i	i	i	-5.5	i	i	-3.1	i	0.3	i	i
O=C1C2CCCN2C(c2ccc(Br)cc2)N1c1ccc(F)cc1 (configuration not stated)	i	i	i	-7.6	i	i	2.6	i	1.7	i	i

Next part; it opens with the 3 that closed the last part.
SMILES	TRPC4 PAM	TRPC4 inh	KCNK3 block	hERG protect	KCNQ1 block	KCNK9 block	Platelet DG rel	KCNQ1 pot	DYRK1A inh	TRPC4 act	PolyA inh
C#CCn1ccc(O)c(Cc2ccccc2)c1=O	i	i	i	-9.0	i	i	-3.2	i	-4.7	i	i
O=C(CSc1nc2ccccc2o1)Nc1nc(-c2ccccc2)cs1	i	i	i	-5.5	i	i	-3.1	i	0.3	i	i
O=C1C2CCCN2C(c2ccc(Br)cc2)N1c1ccc(F)cc1 (configuration not stated)	i	i	i	-7.6	i	i	2.6	i	1.7	i	i
Cc1ccc(P(C)(=O)c2ccc(C)cc2)cc1	i	i	i	-2.7	i	i	-0.7	i	-38.1	i	nt
O=C1NC2=C(C(=O)CCC2)C(c2ccccc2)N1 (configuration not stated)	i	i	i	-3.2	i	i	-18.7	i	-3.6	i	i
COc1ccc(NC(=O)c2ccc(-n3cncn3)c([N+](=O)[O-])c2)cc1OC	i	i	i	-10.0	i	i	4.8	i	4.7	i	i
COc1ccc(CN2CCc3ccc(NC(=O)c4ccncc4)cc3C2)c(F)c1	i	i	i	-10.0	i	i	4.1	i	-4.0	i	i
CC(CCc1ccccc1)NC(=O)C1CCN(c2nnc(-n3cccc3)s2)CC1 (configuration not stated)	i	i	i	-6.1	i	i	-2.1	i	-1.4	i	i
Cn1c(SCC(=O)Nc2ccccc2F)nnc1-c1cc2ccccc2o1	i	i	i	-11.4	i	i	-0.9	i	-5.1	i	i
CN(C)c1cc(=O)n2c(n1)SCCC2	i	i	i	-4.9	i	i	-4.9	i	3.1	i	i
O=C(C1CCC1)N1CCN(c2ccc(C(F)(F)F)cc2[N+](=O)[O-])CC1	i	i	i	-1.3	i	i	4.0	i	0.4	i	i
CC(C)NC(=O)c1onc(CSc2ccc(F)cc2)c1C(=O)O	i	i	i	-9.4	i	i	3.7	i	-5.9	i	i
COc1ccccc1NC(=O)C1CCCN(c2cc(C)nc3ncnn23)C1 (configuration not stated)	i	i	i	-8.2	i	i	9.5	i	-2.7	i	i
CC12CCC(=O)N1C(C(=O)Nc1nc(-c3ccc(F)cc3)cs1)CS2 (configuration not stated)	i	i	i	-8.3	i	i	-2.2	i	8.4	i	i
CCCC/C=C/C(NC(=O)c1ccc(-c2ccccc2)cc1)c1ccccc1 (configuration not stated)	i	i	i	-9.5	i	i	-0.1	i	-8.2	i	i
CCNC(=S)N(CCc1ccccc1C)Cc1cc2cc(OC)c(OC)cc2[nH]c1=O	i	i	i	-10.2	i	i	-2.7	i	4.5	i	i
O=C(CN1CCSc2ccccc21)NCCCc1ccccc1	i	i	i	-6.3	i	i	nt	i	nt	i	nt
CC(=O)N1CCCN(Cc2cn(-c3cccc(C)c3)nc2-c2cccc(F)c2)CC1	i	i	i	-10.5	i	i	-3.1	i	1.6	i	i
CSc1cccc(NC(=S)N(Cc2ccccc2)Cc2ccccn2)c1	i	i	i	-5.2	i	i	-5.0	i	-4.1	i	i
CC1(C(=O)N2CCN(c3ccccc3)CC2)CC1(Cl)Cl (configuration not stated)	i	i	i	-10.8	i	i	5.2	i	nt	i	i
O=C(CCC(=O)Nc1ccccc1Cl)NNC(=O)c1ccco1	i	i	i	-3.4	i	i	12.9	i	-6.8	i	i
CC(C)OC(=O)C1C(=O)CC(C)(O)C(C(=O)OC(C)C)C1c1ccc([N+](=O)[O-])cc1 (configuration not stated)	i	i	i	-1.2	i	i	5.2	i	-8.5	i	i
O=C(Nc1cccc(F)c1)Nc1ccc2c(c1)OCO2	i	i	i	-5.9	i	i	11.5	i	9.3	i	i
COc1cc(C)nc(N2CCC(C(=O)NC3CCCCC3)CC2)n1	i	i	i	-9.5	i	i	-4.6	i	-3.7	i	i
COC(=O)c1ccc(=O)n(Cc2ccc3c(c2)OCO3)c1	i	i	i	-9.7	i	i	1.5	i	4.1	i	i
O=C(Nc1cnc2ccccc2c1)N1CCOCC1	i	i	i	-2.6	i	i	nt	i	1.7	i	i
COc1ccccc1NS(=O)(=O)c1cc(Cl)ccc1OC	i	i	i	-12.0	i	i	1.7	i	2.2	i	i

Another view of part of the listing above.
canonical_smiles,TRPC4 PAM,TRPC4 inh,KCNK3 block,hERG protect,KCNQ1 block,KCNK9 block,Platelet DG rel,KCNQ1 pot,DYRK1A inh,TRPC4 act,PolyA inh
CCNC(=S)N(CCc1ccccc1C)Cc1cc2cc(OC)c(OC)cc2[nH]c1=O,i,i,i,-10.2,i,i,-2.7,i,4.5,i,i
CC(C)NC(=O)c1onc(CSc2ccc(F)cc2)c1C(=O)O,i,i,i,-9.4,i,i,3.7,i,-5.9,i,i
Cn1c(SCC(=O)Nc2ccccc2F)nnc1-c1cc2ccccc2o1,i,i,i,-11.4,i,i,-0.9,i,-5.1,i,i
CC(CCc1ccccc1)NC(=O)C1CCN(c2nnc(-n3cccc3)s2)CC1 (configuration not stated),i,i,i,-6.1,i,i,-2.1,i,-1.4,i,i
CSc1cccc(NC(=S)N(Cc2ccccc2)Cc2ccccn2)c1,i,i,i,-5.2,i,i,-5.0,i,-4.1,i,i
COC(=O)c1ccc(=O)n(Cc2ccc3c(c2)OCO3)c1,i,i,i,-9.7,i,i,1.5,i,4.1,i,i
O=C(CN1CCSc2ccccc21)NCCCc1ccccc1,i,i,i,-6.3,i,i,nt,i,nt,i,nt

Following part.
SMILES	TRPC4 PAM	TRPC4 inh	KCNK3 block	hERG protect	KCNQ1 block	KCNK9 block	Platelet DG rel	KCNQ1 pot	DYRK1A inh	TRPC4 act	PolyA inh
Cc1c(C(=O)Oc2cccc3cccnc23)cccc1[N+](=O)[O-]	i	i	i	-20.4	i	i	-0.1	i	-1.6	i	i
CCOC(=O)N1CCN(C(=O)C2CCN(S(=O)(=O)c3ccc(Br)s3)CC2)CC1	i	i	i	-13.7	i	i	5.8	i	-2.0	i	i
CCN(C(=O)CCN1C(=O)c2ccccc2S1(=O)=O)c1ccccc1	i	i	i	-16.3	i	i	-3.5	i	8.1	i	i
CCOC(=O)CSc1nn(C)c(=S)s1	i	i	i	-5.7	i	i	3.1	i	6.8	i	i
COn1c(SCc2cccnc2)nc2ccccc2c1=O	i	i	i	-7.2	i	i	-0.3	i	-1.0	i	i
CS(=O)(=O)c1cccc(S(=O)(=O)N2CCN(c3ccccn3)CC2)c1	i	i	i	-0.7	i	i	17.6	i	-2.4	i	i
CCOc1ccc(S(=O)(=O)Nc2ccncc2)c(C)c1C	i	i	i	-2.2	i	i	5.1	i	-3.3	i	i
Cc1cccc(-c2cc(C(=O)N3CCCc4ccccc43)c3ccccc3n2)c1	i	i	i	-4.7	i	i	13.9	i	-1.3	i	i
COc1ccc2[nH]c(C)c(CCNC(=S)Nc3ccc(C)cc3)c2c1	i	i	i	-11.5	i	i	-5.3	i	-1.1	i	i
Cc1c(C(=O)Nc2ccc(C(=O)Nc3ccccc3)cc2)cccc1[N+](=O)[O-]	i	i	i	-3.1	i	i	6.8	i	-5.6	i	i
Cc1sc2nc(C(C)Nc3ccccc3N3CCOCC3)[nH]c(=O)c2c1C (configuration not stated)	i	i	i	-6.8	i	i	1.7	i	4.5	i	i
COc1cccc(C2=NOC(C(=O)Nc3ccc(OC)c(OC)c3)C2)c1 (configuration not stated)	i	i	i	-7.0	i	i	-2.7	i	0.7	i	i
Cc1ccccc1NC(=O)COC(=O)CCc1nc2ccccc2c(=O)[nH]1	i	i	i	-11.2	i	i	-2.8	i	-6.4	i	i
O=C(CSc1nnc(-c2cccs2)o1)N1CCCCC1	i	i	i	-7.3	i	i	2.0	i	-5.7	i	i
c1ccc(COc2ccc(Nc3ncnc4nc[nH]c34)cc2)cc1	i	i	i	1.5	i	i	-8.0	i	23.4	i	i
Cc1ccsc1/C=N/n1c(-c2cc(-c3ccccc3)n[nH]2)n[nH]c1=S	i	i	i	-13.3	i	i	-1.3	i	nt	i	i
